High-throughput results (PubChem)
HT1080NT lethal: kills 2HG-producing HT-1080-NT fibrosarcoma cells; Potency, µM (titrated, usually from 46.1 µM), for the others: at the top dose activity, negative = less viability, usual class: cytotoxic; actives 1.6% (n = 360,000); HT-1080-NT fibrosarcoma viability, CellTiter-Glo ATP luminescence, 48 h;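 note: NT is the 2HG producing partner of a matched IDH1 knockdown line; potency is the fitted concentration of half-maximal effect; 0% = DMSO-treated cells and -100% = media-only wells without cells; nearly all actives have a fitted effect of over 55% in size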
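Read-out is CellTiter-Glo luminescence after 10 minutes at room temperature, following 48 hours' compound treatment of HT-1080-NT cells (750 cells/well, RPMI, 5% FBS, 37 degrees C).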
ATXN2 expr inh: ATXN2 expression inhibition. HEK-293 ATXN2-luciferase reporter, luminescence, 24 h. Potency, µM (highest dose often 57 µM), for the others: top-dose activity change, negative = inhibition, hits mostly inhibitors. actives 0.72% (n = 360,000). AID 1745845; note: potency is the fitted concentration of half-maximal effect; % is set by controls: 0 for no effect and ±100 for the full control effect; nearly all actives have a fitted effect of over 55% in size
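ATXN2-luciferase reporter cells (luciferase flanked by upstream and downstream ATXN2 gene portions) were treated 24 h at 37 °C with compounds at up to 57 uM. SteadyGlo luminescence gave expression; GF-AFC fluorescence gave viability.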
HT1080 IDH1KD tx: toxicity to HT-1080 IDH1 knockdown cells (counter line); actives 2% (n = 360,000); Potency, µM (titrated, usually from 46.1 µM), without a hit: at the highest dose activity, negative = toxicity, actives largely listed as cytotoxic; HT-1080 IDH1 knockdown viability, ATP luminescence, 48 h;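 note: potency is the fitted concentration of half-maximal effect; 0% = DMSO wells and -100% = cell-free medium wells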
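HT-1080-IDH1KD cells (IDH1 knocked down), 750/well in RPMI with 5% FBS, treated with compound 48 h at 37 degrees C. Viability by CellTiter-Glo luminescence, normalised to DMSO and no-cell wells; concentration-response curves classed.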
MCF10A rereplic: induces DNA re-replication in MCF 10a normal breast cells; MCF 10A DNA re-replication, Hoechst nuclear intensity, 48 h; Potency, µM (titrated, usually from 46.1 µM), for inactives: at the top dose activity, positive = re-replication, hits mostly activators; actives 2.9% (n = 350,000); note: potency is the fitted concentration of half-maximal effect; % of control where 0% means no effect; nearly all actives have a fitted effect of over 50% in size
HepG2 tox: kills HepG2 cells in TGF-b inhibitor counter-screen. HepG2 CAGA-GFP viability, ATP luminescence, 18 h. Potency, µM (series often up to 46.1 µM), for the others: at the top dose activity change, negative = cytotoxicity, usual class: cytotoxic. actives 0.76% (n = 410,000); note: potency is the fitted concentration of half-maximal effect; some results filed as inactive show a strong effect at the top dose
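HepG2 CAGA-GFP cells (1000/well, DMEM with 1% FBS) received compound, then TGF-beta at 500 pg/mL final, and were incubated 18 hours at 37 degrees C. Viability was read by CellTiter-Glo luminescence. Media-only wells were set as complete cell-killing and DMSO as no toxicity.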
KB-3-1 cytotox: KB-3-1 parental cell cytotoxicity; KB-3-1 viability, CellTiter-Glo ATP luminescence, 72 h; Potency, µM (titrated, usually from 46.1 µM), for the others: top-dose activity change, negative = cytotoxic, actives largely listed as cytotoxic; actives 1.4% (n = 400,000); note: potency is the fitted concentration of half-maximal effect; % is set by controls: 0 for no effect and ±100 for the full control effect; nearly all actives have a fitted effect of over 60% in size
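Cytotoxicity in the drug-sensitive parental line KB-3-1 was scored as loss of CellTiter-Glo luminescence following 72 h incubation with compound. Values come from curve fitting of normalized concentration-response data.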
IL1B secr inh: inhibitors of inflammasome signaling (IL-1 beta secretion); THP-1 LPS/ATP IL-1B secretion, AlphaLISA, 16 h; stronger effect = lower value; activity change, % at 57.5 µM; actives 4.7% (n = 360,000); in the data active = activity change below about -50%; inconclusive = mostly about -30% to -49%; note: % is set by controls: 0 for no effect and ±100 for the full control effect
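THP-1 cells pretreated 1 hr with compounds (up to 57.5 uM final), then stimulated with LPS (250 ng/mL final) plus ATP (1.25 mM final); secreted IL-1B measured by AlphaLISA after 16 hr, decreased signal indicating inhibition.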
SW480 rereplic: DNA re-replication induction in SW480 cells | SW480 DNA re-replication, Hoechst DNA content imaging, 48 h | Potency, µM (highest dose often 46.1 µM), inactives show at the top dose re-replication activation, usual class: activators | actives 1.8% (n = 340,000) | AID 624297; note: potency is the fitted concentration of half-maximal effect; % of control where 0% means no effect; nearly all actives have a fitted effect of over 55% in size
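250 cells/well; 23 nL cpd via pin tool; 48 hr, 37 C, 5% CO2; Hoechst 40 min; imager read of total nuclear intensity, ex 405/em 500-530 nm.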
S2 tox: reduces viability in counter-screen for ATXN expression inhibitors; S2 cells (HEK-293 line with an ATXN2-luciferase reporter) viability, CellTiter-Fluor protease fluorescence, 24 h; Potency, µM (titrated, usually from 56.7 µM), most hits filed as cytotoxic; actives 0.49% (n = 400,000); note: potency is the fitted concentration of half-maximal effect; nearly all actives have a fitted effect of over 40% in size
An asterisk follows results filed as active; i = inactive; ? = inconclusive; . = not tested or not shown; [ ] = dose if it differs, or a comment. Unless noted, calls come from the whole dose curve; as a rule, active = well fitted curve in the direction sought with a large enough effect; inconclusive = small, poorly fitted or top-dose-only effect, or another doubt; inactive = no such curve, though single readings can be large; an effect the other way counts as inactive or inconclusive.

SMILES	HT1080NT lethal	ATXN2 expr inh	HT1080 IDH1KD tx	MCF10A rereplic	HepG2 tox	KB-3-1 cytotox	IL1B secr inh	SW480 rereplic	S2 tox
CC(=O)Nc1ccc(NC(=O)CSc2ccccn2)cc1	-6.1%	10.1%	-0.6%	7.9%	33.0%	6.4%	4.9	-23.8%	i
Cc1noc(C)c1C(=O)OC(C)C(=O)N1CCc2ccccc21 (stereo unspecified)	-1.6%	.	-5.3%	-1.3%	-8.5%	-4.2%	59.6	-18.9%	i
C(=Cc1c[nH]c2ccccc12)c1nccc2ccccc12	?	?	?	1.64µM*	1.7%	?	-82.0*	6.51µM*	i
CCOC(=O)Cc1cn(C(=O)OC(C)(C)C)c2ccccc12	5.2%	1.7%	3.9%	-26.1%	3.7%	19.1%	15.8	-8.8%	i
CC(C)(COC(=O)c1ccccc1)N1CC2CCC(C1)O2	9.5%	36.2%	-2.1%	-1.7%	3.6%	-2.2%	22.6	-0.8%	i
O=C(/C=C/Nc1ccc(F)cc1)c1ccc(Br)cc1	15.3%	.	0.0%	?	-12.0%	-1.0%	2.1	4.2%	i
Cc1cccc(-c2cnc(C(O)c3ccc4ccccc4c3)[nH]2)c1 (stereo unspecified)	-10.5%	0.0%	-20.1%	.	-30.9%	0.0%	0.0	.	?
Cc1sc2ccccc2[n+]1CC(=O)c1ccccc1	1.6%	.	-3.5%	-3.3%	0.5%	-2.7%	?	20.6%	?
CCc1ccc(C(=O)NNc2ccc(S(N)(=O)=O)cc2)cc1	2.0%	26.2%	6.4%	4.0%	12.9%	10.9%	-8.9	1.7%	i
CCOC(=O)C1CCN(C(=O)/C=C/c2ccccc2)CC1	-14.8%	.	0.5%	1.0%	0.7%	0.9%	12.7	-13.9%	i
COc1cc(NC(=O)c2ccc(COc3ccccc3Br)o2)cc(OC)c1OC	-0.3%	2.5%	5.2%	?	-0.7%	5.7%	-16.1	10.2%	i
Cc1occc1-c1nnc(SCC(=O)c2cc3ccccc3oc2=O)o1	-1.4%	6.9%	0.6%	?	3.3%	9.5%	15.7	-5.4%[9.22 µM]	i
O=C(c1cccc(Br)c1)c1cn(-c2ccccc2)nc1C(=O)c1ccccc1	8.1%	-12.5%	4.3%	2.0%	-26.9%	-4.9%	-26.1	6.4%	i
COc1ccccc1NC(=O)Cc1nnc(SCC(=O)Nc2nccs2)n1C	23.9%	3.6%	10.6%	-4.4%	-5.9%	-3.5%	9.1	-11.0%	i
CC(C)(C)N(NC(=O)OCc1ccccc1)C(=O)c1ccccc1	0.4%	-1.9%	-15.7%	3.1%	-27.3%	-4.9%	13.4	1.8%	i
O=C(CSc1n[nH]c(-c2ccccc2Cl)n1)NCc1cccc(C(=O)O)c1	10.3%	-2.2%	13.2%	-23.0%	6.3%	-2.4%	30.5	-14.4%	i
CCOc1ccc(N2C(=O)CC(Cc3ccc(Br)cc3)C2=O)cc1 (stereo unspecified)	-5.0%	.	-4.0%	?	-5.5%	6.2%	-7.1	12.8%	i
Cc1cccc(C)c1OCC(=O)N1CC2(C)CC1CC(C)(C)C2 (stereo unspecified)	-4.8%	-6.2%	-10.8%	13.0%	-38.3%	4.8%	-9.4	1.1%	?
O=C(CCS(=O)(=O)c1ccccc1)N1CCN(c2ccccc2F)CC1	14.4%	17.8%	26.8%	-11.9%	0.0%	4.1%	i	-24.8%	i
Cc1ccc(C(=O)Cc2nc3ccccc3[nH]2)cc1	3.3%	4.2%	-30.1%	-0.1%	-17.1%	-1.0%	-101.0*	19.3%	i
CC(=O)Nc1ccc(N=C(C2=C(O)c3ccccc3C2=O)c2ccccc2)cc1	-25.4%	.	?	11.0%	-22.3%	-2.3%	-11.5	-2.2%	?
CCN(CC)S(=O)(=O)c1ccc(C(=O)Nc2cc(S(=O)(=O)N3CCOCC3)ccc2N2CCN(C)CC2)cc1	0.4%	-0.6%	2.4%	7.8%	10.4%	17.0%	-29.2	-12.3%	i
CCOC(=O)CN1C(=O)CSc2ccc(S(=O)(=O)N3CCOCC3)cc21	6.8%	3.0%	10.2%	-1.7%	0.8%	12.6%	-6.8	-13.4%	i
CCOc1ccccc1CNC(=O)CN1C(=O)C2CCCCN2c2ccc(C(=O)N(C)C)cc21 (stereo unspecified)	.	0.9%	.	.	5.0%	-7.5%	.	.	i
Cc1cc(NC(=O)CSc2cn(C)c3ccccc23)no1	-2.0%	-5.0%	-1.7%	-4.1%	-4.0%	1.7%	14.5	-4.8%	.
Cc1cc(NC(=O)c2ccc(-c3ccc(F)c(Cl)c3)o2)no1	6.2%	.	-14.4%	?	-9.8%	-0.8%	-3.9	-36.1%[inhibitor]	i
Cc1cc(C)nc(N(C#N)Cc2ccccc2C)n1	-3.5%	.	0.1%	1.1%	-3.2%	-4.6%	-15.1	1.2%	i
Cc1cc(C)c(NC(=O)Cn2nc(-c3ccncc3)ccc2=O)c(C)c1	.	9.2%	.	.	22.6%	-5.6%	.	.	i
CCC(CNC(=O)c1c(C)nn(-c2ccccc2)c1Cl)c1ccccc1 (stereo unspecified)	7.4%	10.6%	3.3%	?	7.7%	-3.5%	-81.7*	-0.5%	i
CC(C)CC(=O)Nc1cc(-c2ccccc2F)nn1-c1ccccc1	.	-19.6%	.	.	1.3%	9.0%	.	.	i
COc1ccc(CCN2CC(C(=O)NCc3nc4ccccc4n3C)CCC2=O)cc1 (stereo unspecified)	0.6%	8.5%	-0.3%	2.7%	3.5%	5.3%	i	?	i
Brc1ccccc1CN1CCC(N2CCCCC2)CC1	10.5%	-22.1%	-15.5%	?	11.4%	-1.7%	-5.2	-4.0%	i
CCC(C)NC(=O)c1cc2cc3ccc(OC)cc3nc2s1 (stereo unspecified)	-1.1%	53.1%[activator]	-12.4%	?	1.7%	4.6%	?	3.2%	?
COc1ccc(Nc2nc(N)nc(SCc3nnc(C)s3)n2)cc1	-1.2%	28.3%	-4.1%	-1.8%	-12.3%	13.8%	0.0	-1.0%[9.22 µM]	i
COc1ccc([C@@H]2CC=C(C(=O)O)[C@H](c3ccc(Br)cc3)N2S(=O)(=O)c2ccc(C)cc2)cc1OC	-1.2%	4.0%	3.0%	?	25.8%	-3.2%	21.2	-1.1%	i
Oc1c(Br)cc(C2N=C(c3ccccc3)NO2)cc1Br (stereo unspecified)	-12.9%	7.3%	-8.2%	?	-29.7%	?	5.6	-3.1%	i
CC(C)c1nnc(N2C(=O)c3oc4ccccc4c(=O)c3C2c2ccco2)s1 (stereo unspecified)	13.0%	-14.4%	8.1%[9.24 µM]	14.8%	5.1%	?	-13.8	-2.2%	i
CCOC(=O)c1c(/N=C/N(C)C)sc2c1CCC2	3.5%	-0.5%	20.3%	?	-31.5%	2.4%	-2.5	1.8%	i
O=C(c1ccccc1)c1cccs1	3.4%	2.4%	8.5%	-4.2%	2.3%	20.1%	11.9	5.0%	i
CCc1ccc(NC(=O)Cn2c(=O)n(-c3ccccc3)c(=O)c3ccc(C(=O)NCc4ccc5c(c4)OCO5)cc32)cc1	.	-1.8%	.	.	-24.4%	6.5%	.	.	i

Entries above that have a tert-butyl group (2):
SMILES	HT1080NT lethal	ATXN2 expr inh	HT1080 IDH1KD tx	MCF10A rereplic	HepG2 tox	KB-3-1 cytotox	IL1B secr inh	SW480 rereplic	S2 tox
CCOC(=O)Cc1cn(C(=O)OC(C)(C)C)c2ccccc12	5.2%	1.7%	3.9%	-26.1%	3.7%	19.1%	15.8	-8.8%	i
CC(C)(C)N(NC(=O)OCc1ccccc1)C(=O)c1ccccc1	0.4%	-1.9%	-15.7%	3.1%	-27.3%	-4.9%	13.4	1.8%	i

Going on with the list:
SMILES	HT1080NT lethal	ATXN2 expr inh	HT1080 IDH1KD tx	MCF10A rereplic	HepG2 tox	KB-3-1 cytotox	IL1B secr inh	SW480 rereplic	S2 tox
NC(=O)c1ccc(NC(=O)c2ccccc2S(=O)(=O)c2ccccc2[N+](=O)[O-])cc1	12.7%	2.9%	1.0%	6.4%	3.9%	8.8%	15.7	-2.3%	i
Cc1ccc(NC(=O)CSc2nc(-c3ccco3)nc3cc(=O)[nH]n23)cc1C	.	9.5%	.	.	1.4%	-11.2%	.	.	i
O=C1Nc2ccc(S(=O)(=O)N3CCCCCC3)c3cccc1c23	-1.2%	-2.4%	-8.5%	20.6µM*	-4.4%	-23.9%	65.1	-0.2%	i
COCCN(C)Cc1nc(C(c2ccccc2)c2ccccc2)no1	2.6%	4.1%	10.2%	-2.9%	10.2%	10.7%	25.9	-2.6%	i
O=C1NC[C@@H](CCCCN2C[C@H](Cc3ccccc3)N(Cc3ccccc3)C(=O)C2=O)N(CCc2ccccc2)C1=O	-0.3%	11.8%	-0.1%	.	.	8.7%	-12.5	.	i
Cc1cc2c(cc1S(=O)(=O)N1CCN(c3ccccc3)CC1)OCCN2C	-3.4%	-10.5%	-6.6%	1.5%	-25.5%	-31.5%	6.8	11.9%	i
Cc1noc(C)c1S(=O)(=O)NC(=O)C1(C)CCN1C(=O)c1ccccc1CCc1ccccc1 (stereo unspecified)	-20.8%	5.3%	?	.	-31.8%	0.0%	3.1	.	i
Cc1ccc(NC(=O)CSCC(=O)OCc2cc(=O)oc3cc(O)ccc23)c(C)c1	12.5%	-20.3%	13.9%	37.0%	1.4%	17.1%	37.8	?	.
CNC(=S)NNC(=O)c1ccc2c(c1)OCO2	15.3%	.	14.2%	0.8%	11.9%	1.3%	0.5	0.0%	i
Cc1cc(S(=O)(=O)n2cnc3cc([N+](=O)[O-])ccc32)ccc1Cl	-4.2%	3.2%	3.9%	-2.6%	9.1%	-3.0%	16.5	-11.3%	i
Cc1cc(=O)[nH]c(SCC(=O)NCCC2=CCCCC2)n1	23.7%	-2.4%	27.7%	-0.2%	2.2%	5.0%	24.2	-3.3%	i
Cc1ccc(C(=O)Nc2cccc(OCc3cc(=O)n4c5c(sc4n3)CCCC5)c2)cc1	.	7.9%	.	.	-17.0%	6.6%	.	.	i
Cc1cccc(N2CCN(C(=O)CCC(=O)N3CC(C)Oc4ccc(C)cc43)CC2C)c1 (stereo unspecified)	-4.9%	-37.0%	-3.8%	10.6%	-32.0%	-2.6%	-25.6	5.6%	?
